Pf gamet viab – inhibitors of late stage P. falciparum gametocyte viability. P. falciparum stage V gametocytes, ATP luminescence, 24 h. inhibition, % at 10.9 µM. hit rate 0.065% among 150,000. AID 743093;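 active = inhibition above the mean plus 3 SD of compounds within the control limits, set per campaign, cut at about 38% in these data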;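 note: 0% = DMSO wells and 100% = medium only without gametocytes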
Numbers without * were called inactive.

SMILES	Pf gamet viab
CCc1ccc(C(=O)C[n+]2cccc3cc(OC)ccc32)cc1	3
CC1(C)C[C@@H](O)CC2(C1)C[C@]1(C)CC(O)[C@H]2C(C)(C)C1 (stereo partly specified)	-15
O=C(NCc1ccccn1)C1Nc2ccc(C(F)(F)F)cc2C2C=CCC12 (stereo unspecified)	-24
COc1ccccc1C(=O)Nc1cccc2nc(C)ccc12	-28
CCCCNC(=O)N1CCCC(N(C)CCc2ccc(OC)c(OC)c2)C1 (stereo unspecified)	-24
O=S(=O)(/N=C/c1c(O)ccc2ccccc12)c1ccccc1	-25
CCOc1ccccc1CN1CCN(Cc2cc(=O)c3ccccc3[nH]2)CC1CCO (stereo unspecified)	-22
COc1cc(CN2CCCC(CO)(Cc3ccccc3)C2)ccc1O (stereo unspecified)	-1
CNC(=S)N1C2CCCC1CC(NC(=O)c1ccc(C)cc1)C2 (stereo unspecified)	11
CC(=O)N1C(C(=O)O)Cc2c([nH]c3ccccc23)C1C (stereo unspecified)	-14
CC(=O)Nc1ccc(SCCN2CC[C@@H](O)CCC2=O)cc1	14
COc1ccc(COC(=O)C2=C(C)NC(=O)NC2c2cccc(OC)c2OC)cc1 (stereo unspecified)	-8
CC(=O)c1cn(CCOc2ccc(F)cc2)c2ccccc12	-19
COc1cc(NC(C)CCc2ccccc2)cc(OC)c1OC (stereo unspecified)	7
Cc1ccc(CCC(=O)NCc2ccccc2)o1	10
Cc1nnc(SCC(=O)c2c(N)n(C)c(=O)n(C)c2=O)[nH]c1=O	17
Fc1ccc2cnc(-c3cccnc3)cc2c1	0
COc1cccc(CNCc2ccc(OC)cc2OC)c1	-1
COc1ccc(C2=NOC(c3nnc(-c4ccccc4)o3)C2)cc1 (stereo unspecified)	18
COc1ccc(OC)c(CN2CCN(C(=O)c3ccc(F)cc3)CC2)c1	-10
CCN(Cc1ccc(C#CCCO)cc1)CC1CCCN(CCc2cccc(OC)c2)C1 (stereo unspecified)	21
O[C@@H]1CN(Cc2ccc(-n3cccn3)cc2)CC[C@H]1N1CCN(c2ccccc2F)CC1	-17
CCCNC(=O)c1ccc(N2CCC3(CC2)CC(c2ccccc2)=NO3)c(NC(=O)c2ccc(Br)cc2)c1	-2
Cc1cc(NC(=O)c2ccccc2)ccc1NC(=O)c1ccccc1Cl	17

Overlap with the part before: two entries, followed by the next part.
SMILES	Pf gamet viab
CCCNC(=O)c1ccc(N2CCC3(CC2)CC(c2ccccc2)=NO3)c(NC(=O)c2ccc(Br)cc2)c1	-2
Cc1cc(NC(=O)c2ccccc2)ccc1NC(=O)c1ccccc1Cl	17
Cc1csc(NC(=O)c2ccc(C)s2)n1	21
CCOC(=O)C1CCCN(C/C=C/c2ccccc2)C1 (stereo unspecified)	-5
CS(=O)(=O)c1ccc(N)c(SSc2cc(S(C)(=O)=O)ccc2N)c1	-26
COc1cc(CNC2CCCCCCC2)cc(Cl)c1OCC(N)=O	13
COc1ccc(CCNC(=O)C2CCN(C(=O)c3ccc(C(C)(C)C)cc3)CC2)cc1	-7
CCc1cccc2c1Sc1ccccc1CC2N1CCNCC1 (stereo unspecified)	-8
CCCn1c(=O)c(C(=O)NCc2ccccc2)c(O)c2ccccc21	4
OCC[C@H]1C[C@@H](O)[C@H](O)[C@@]2(Cc3ccccc3O2)O1	1
CC(=O)N1N=C(c2cccc(NS(C)(=O)=O)c2)CC1c1ccc2c(c1)OCO2 (stereo unspecified)	-1
Clc1cccc(-c2nc(-c3ccc(-c4nn[nH]n4)cc3)no2)c1	9
CCCNC(=O)c1ccc(N2CCC3(CC2)CC(c2cccc(Br)c2)=NO3)c(NC(=O)c2cccc(C)c2)c1	0
C/C(=N\NC(=O)c1ccc2c(c1)OCO2)c1ccc(NS(C)(=O)=O)cc1	-1
CCC(C)[C@H]1COCCS(=O)(=O)N1Cc1ccccc1 (stereo partly specified)	-11
O=C(NCCNc1ccc([N+](=O)[O-])cc1)c1cccs1	-6
COc1ccc(N(CC(=O)N2CCN(Cc3ccccc3)CC2)S(C)(=O)=O)cc1Cl	-19
O=C(NCc1ccccc1)C1=C[C@@H](c2ccc3c(c2)OCO3)C[C@@H](OCCCCO)O1	1
Cc1cc(Br)ccc1OCCOCCN1CCCC1	2
CCN1C(=O)N(C)[C@@H](c2ccccc2)C(C(C)=O)=C1C	-35
COc1cc(/C=C/c2onc(C)c2[N+](=O)[O-])cc(OC)c1OC	12
CC(=O)Nc1ccc(S(=O)(=O)Nc2ccccc2C(=O)N2CCCCCC2)cc1	15
N#Cc1cccc(CN2CCC(=O)N([C@H](CO)c3ccccc3)CC2)c1	-17
OCC[C@H]1C[C@H](O)[C@@H](O)[C@@]2(OCc3ccccc32)O1	18
O=C(NC12CC3CC(CC(C3)C1)C2)c1cc([N+](=O)[O-])ccc1Cl	-5
C=CCn1c(NCc2ccc(OC)cc2O)nc2ccccc21	-20
CC(SCc1ccccc1)C(=O)Nc1ccccc1F (stereo unspecified)	6
NC(=O)c1cc([N+](=O)[O-])ccc1NCCc1ccccc1	12
CCN1C(=O)[C@H]2[C@@H](c3ccc(-c4ccccc4)cc3)N3CCCC[C@@]3(C(=O)OC)[C@H]2C1=O	8
Cc1nn(-c2ccc(Cl)cc2)c(Cl)c1/C=N/NC(=O)c1ccc(NS(=O)(=O)c2cccs2)cc1	4
CCOc1ccccc1/C=C(\C#N)C(=O)NC1CC1	-12
CC(C)(C)OC(=O)C[C@@H]1C/C=C\C[C@H](CC(=O)N[C@@H](CO)Cc2ccccc2)C(=O)N[C@H](Cc2ccccc2)COC1=O	30
O=C(O)CC1c2ccccc2C=Cc2ccccc21	10
COc1cc(/C=N/N2CCN(Cc3ccc(C)cc3)CC2)cc(OC)c1O	2
Cc1ccc(OCC(=O)Nc2ccccc2F)cc1	-1
CC[C@H]1C(Nc2ccccc2)C[C@@H]2CCN3C(=O)CC[C@H]1[C@H]23 (stereo partly specified)	-5
CC(=O)Nc1ccc(S(=O)(=O)N2CCN(c3ccc([N+](=O)[O-])cc3)CC2)cc1	0
CCOc1nc(Nc2ccc(OC)cc2OC)nc(OCC)n1	4
CCOC(=O)c1cc(-c2ccccc2)nn1CC1CC(c2cccc([N+](=O)[O-])c2)=NO1 (stereo unspecified)	-16
COCCCNC(=O)Cn1nc(-c2cccc(OC)c2)ccc1=O	14
Cc1ccccc1C(=O)NCCOc1ccccc1Cl	-5
CCOc1ccc(-c2cc(C(=O)N/N=C/c3ccc(O)cc3)c3ccccc3n2)cc1	-2
O=C(NC1CC1)c1cccc2c1C(=O)c1ccc(N3CCC(Cc4ccccc4)CC3)cc1S2(=O)=O	-19
O=C(NC1CCN(S(=O)(=O)c2cccc(F)c2)CC1)c1cccc(F)c1	-6
Cc1ccc(N)cc1NC(=O)CN1CCOCC1	0
C=CCC[C@@H](Cc1ccc(F)cc1)C(=O)OC[C@@H](Cc1ccccc1)NC(=O)[C@@H](CC=C)CC(=O)N[C@@H](CO)Cc1ccccc1	-9
CC(=O)/C(=N\Nc1ccccc1)Oc1ccc(Br)cc1	3
CC1(C)CC(=O)C=C(c2ccc(F)nc2)C1	9
C#CCN1C(=O)S/C(=C\c2ccc(-c3ccc(Cl)c(C(=O)O)c3)o2)C1=O	13
OCc1ccccc1OCCCN1CCC(Cc2ccccc2)CC1	4

In another format: 3 of the compounds above.
Structure | Pf gamet viab
CC(=O)/C(=N\Nc1ccccc1)Oc1ccc(Br)cc1 | 3
CC1(C)CC(=O)C=C(c2ccc(F)nc2)C1 | 9
Cc1ccccc1C(=O)NCCOc1ccccc1Cl | -5

Continuation:
SMILES	Pf gamet viab
Cc1cc(C)n(C(=O)c2ccc([N+](=O)[O-])cc2Cl)n1	-10
COc1cc2c(cc1OC)C(c1ccc(Br)cc1)N(C(=O)c1ccccc1C(=O)O)CC2 (stereo unspecified)	-4
COc1cc(OC)cc(-c2c(C#Cc3ccsc3)c3cc(-c4ccc(OC)cc4F)ccc3n2C)c1	7
Cc1nc(-c2ccc(Cl)cc2)sc1C1(C)CC(c2cccc(Cl)c2)=NO1 (stereo unspecified)	22
COc1ccccc1CNC(=O)C(c1ccccc1)c1ccccc1	-24
O=C(C[C@@H]1C/C=C/CC[C@@H](Cc2ccc(F)cc2)C(=O)OC[C@H](Cc2ccccc2)NC1=O)N[C@H](CO)Cc1ccccc1	1
CC(C)(C)OC(=O)C[C@@H]1C/C=C\C[C@H](CC(=O)NCCO)C(=O)N[C@@H](Cc2ccccc2)COC1=O	-5
COc1ccc2c(Cl)c(C(=O)NCCc3ccc(S(N)(=O)=O)cc3)sc2c1	-11
CCN1CCN(CC(=O)Nc2nc3ccc(C)cc3s2)CC1	-14
O=C(Cn1cnc2ccccc21)c1ccccc1	12
O=C(CCc1ccccc1)N1CCN(Cc2ccc(F)cc2Cl)CC1	-15
COc1ccc(Nc2nc(C)cc(C)n2)cc1Cl	4
C#CCOCCOCCOCCNc1nc(N2CCN(C(=O)Cn3cc(CCO)nn3)CC2)nc(N2CCN(C(=O)[C@H]([C@@H](C)CC)n3cc(CCCCN)nn3)CC2)n1	1
C[C@H](CO)N1C[C@H](C)[C@@H](CN(C)C(=O)Nc2ccc(C(F)(F)F)cc2)Oc2c(NC(=O)CCC(F)(F)F)cccc2C1=O	5
COc1cc(OC)c(OC)cc1CNCC1COc2ccccc2O1 (stereo unspecified)	0
O=C(O)/C(=C\c1ccco1)NC(=O)c1ccc(Br)o1	-15
CN(C)C(=O)c1ccc(-c2cc3onc(-c4ccccc4)c3c(=O)n2C)cc1	-21
C[C@@H]1CN([C@H](C)CO)C(=O)c2cc(NC(=O)Nc3ccc(C(F)(F)F)cc3)ccc2O[C@H]1CN(C)S(=O)(=O)c1cccs1	15
N#CC1=C(N)Oc2cc(N)ccc2C1c1ccc(F)cc1F (stereo unspecified)	-26
COC(=O)c1ccc(NC(=O)c2ccc3nc(C)sc3c2)cc1	-15
COc1ccccc1C(=O)NNc1ncc(C)s1	3
CCOC(=O)C1CCN(Cc2ccc(-c3ccccc3)cc2)CC1	-10
CCCCN1CC[C@H]2C=CC[C@@H](C(=O)Nc3ccccc3)[C@H]2C1=O	-26
O=C(CN1CCCCC1)N/N=C/c1ccc(Cl)cc1	-36

In the list so far, these contain two or more sulfur atoms.
SMILES	Pf gamet viab
Cc1csc(NC(=O)c2ccc(C)s2)n1	21
CS(=O)(=O)c1ccc(N)c(SSc2cc(S(C)(=O)=O)ccc2N)c1	-26
Cc1nn(-c2ccc(Cl)cc2)c(Cl)c1/C=N/NC(=O)c1ccc(NS(=O)(=O)c2cccs2)cc1	4
COc1ccc2c(Cl)c(C(=O)NCCc3ccc(S(N)(=O)=O)cc3)sc2c1	-11
C[C@@H]1CN([C@H](C)CO)C(=O)c2cc(NC(=O)Nc3ccc(C(F)(F)F)cc3)ccc2O[C@H]1CN(C)S(=O)(=O)c1cccs1	15

The list continues:
SMILES	Pf gamet viab
O=C1N=C(N2CCCCC2)S/C1=C\c1ccc(Cl)cc1	1
COc1ccc(NC(=O)Nc2nnc(Cc3ccc(OC)c(OC)c3)s2)cc1	-32
O=C(CSc1nnc2ccc(-c3ccccn3)nn12)N1CCCC1	12
Clc1ccc2scc(CN3CCCC3)c2c1	10
CC(=O)O[C@H](COc1c2ccoc2cc2oc(=O)ccc12)C(C)(C)O	-4
COC(=O)[C@]1(CC(C)C)N[C@H](c2ccc(SC3CCCCC3)cc2)[C@@H]2C(=O)N(C)C(=O)[C@@H]21	-8
Cc1cccc(CCN2C(N(C)C)=NC[C@@H]2C)c1	12
COc1cc2nc(CN(C)CC(=O)Nc3ccc(N4CCOCC4)cc3)[nH]c(=O)c2cc1OC	-6
CC(=O)Nc1ccc(S(=O)(=O)N2CCN(S(=O)(=O)c3ccccc3)CC2)cc1	14
CCOC(=O)C1CCN(C(=O)/C=C/c2ccc3c(c2)OCO3)CC1	9
Cc1ccc(C)c(OCCCNCc2ccccc2)c1	10
O=C(Nc1nccs1)c1ccccc1Br	0

As entered above:
Reading for `CCOC(=O)c1cc(-c2ccccc2)nn1CC1CC(c2cccc([N+](=O)[O-])c2)=NO1` (stereo unspecified) under Pf gamet viab: -16
Reading for `N#Cc1cccc(CN2CCC(=O)N([C@H](CO)c3ccccc3)CC2)c1` under Pf gamet viab: -17

(list continues)
SMILES	Pf gamet viab
Cc1ccc(CCC(=O)Nc2ccc([N+](=O)[O-])cc2Cl)o1	-13
CCOC(=O)C1=CC[C@@H](c2cc3cc(OC)ccc3n2C)N(S(=O)(=O)c2ccc(C)cc2)[C@H]1C(=O)OCC	1
Cc1ccc(N2CCN(C(=O)c3cccs3)CC2)c(C)c1	-3
COc1ccc(CNC(=O)C[C@H]2C(=O)N(Cc3ccc(OC)cc3)C[C@@H]2Cc2ccccc2)cc1	0
OCC[C@H]1C[C@H](O)[C@@H](O)[C@@]2(Cc3ccccc3CO2)O1	-21
C/C=C(/C)C(=O)O[C@@H]([C@H](O)c1cc2ccc(=O)oc2cc1OC)C(C)(C)O[C@@H]1O[C@H](CO)[C@@H](O)[C@H](O)[C@H]1O	-2
Nc1ncnc2c1ncn2[C@@H]1O[C@H](COS(=O)(=O)O)[C@@H](O)[C@H]1O	-44
CCCC(=O)Nc1ccccc1NC(=O)c1ccc2c(c1)OCO2	7
COc1ccccc1C1=NOC(C)(c2nnc(-c3cccc(Cl)c3)o2)C1 (stereo unspecified)	-28
O=C(CN1CCc2ccccc2C1)Nc1ccccc1Cl	18
CCCC(=O)Oc1cccc(C2NC(=O)c3ccccc3O2)c1 (stereo unspecified)	6
COc1ccc(-c2n[nH]c(=S)n2Cc2ccccc2)cc1OC	-13
CCN(Cc1ccccc1)Cc1ccc(OCc2ccccc2)c(OC)c1	-17
C=CC[C@@H](CC(=O)N[C@@H](CO)Cc1ccccc1)C(=O)N[C@@H](COC(=O)[C@H](CC=C)CC(=O)OC(C)(C)C)Cc1c[nH]c2ccccc12	-2
COc1ccc(-c2c(C#N)c(SCC(=O)Nc3ccccc3)nc3c2CCCC3)cc1	10
CC[C@@]12C(=O)N(c3cccc(Br)c3)C(=O)N1[C@H](c1ccc(F)cc1)[C@@H]1C(=O)N(C3CCCCC3)C(=O)[C@@H]12	21
Cc1c(NS(=O)(=O)c2ccc(F)cc2)c(=O)n(-c2ccccc2)n1C	12
O=C(NS(=O)(=O)NC1CCCCC1)C1=C(N2CCCC2)COC1=O	-1
Cc1ccc(C)c(C2=NNC(=O)CC2)c1	11

Bioassay records as filed in PubChem.

Some of the compounds tested; count on the stated rates, not on these rows.
